Bioassay records from PubChem BioAssay.
Lipid storage S3: qHTS Assay for Lipid Storage Modulators in Drosophila S3 Cells; Drosophila S3 cells, BODIPY lipid droplet fluorescence, 18-24 h; cells fed with added oleic acid; 320,000 tested, 0.64% active; lipid storage change, negative = inhibition, % at the top dose, mostly 46.1 µM; hits show Potency in µM; active means well fitted inhibition curve with a large enough effect in the signal ratio, with a control signal flat, not every such curve was filed as active; inconclusive means small, poorly fitted or top-dose-only effect, or effect the other way, or a change in a side signal; the % refers to the signal ratio
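Laser-scanning cytometry quantifies lipid droplet accumulation (500–530 nm total intensity; droplet/cell object ratio) in oleic acid-fed (400 uM added) Drosophila S3 cells treated with a concentration series. 20 uM Triacsin C defined 100% inhibition.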
Lipid storage S3 cell count max: recorded beside Lipid storage S3, whose call it bears; cell number change, %; measured here: cell count max response;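 cells counted by Cell Tracker Red CMTPX staining in the red channel; peak over a dose series mostly up to 46.1 µM; percent activity relative to internal control wells on each plate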
Starred values were filed as active, the others as inactive; i = inactive; ? = inconclusive; . = no result given. On the % scale 0 is the no-effect control and ±100 the full control effect; potency means the concentration at half of the fitted maximal effect.

Lipid storage S3 cell count max	Lipid storage S3	Molecule
.	?	COc1ccc(CCNc2cc(C)nc3c(-c4ccccc4)c(C)nn23)cc1OC
-19.4	i	Cc1nc(NCCN2CCOCC2)c2nnn(Cc3ccccc3Cl)c2n1
-7.1	-13.6%	CCN(CC)C(=O)C1CCC(C)(C(=O)O)C1(C)C (stereo unspecified)
.	?	OCCC1CN(Cc2cnn(-c3ccccc3Cl)c2)CCN1Cc1ccsc1 (stereo unspecified)
.	?	O=C(Nc1nc(-c2nc3ccccc3s2)cs1)C1CC1
-2.9	-29.2%	O=C(N1CCN(c2ccc(F)cc2)CC1)C12CC3CC(CC(C3)C1)C2
.	?	COc1ccc(Nc2nc3ccccc3nc2C)cc1
-12.1	i	COc1ccc(N2CCN(S(=O)(=O)c3cc4c(cc3C)N(C(C)=O)CCO4)CC2)cc1
.	?	CCNC(=S)N/N=C/c1c(C)nn(-c2cccc(Cl)c2)c1Cl
.	?	Cc1n(CC(=O)c2ccc(F)cc2)c2ccccc2[n+]1C
.	?	CCCCCCn1c(CN2CCCC(C)C2)nc2c1c(=O)n(C)c(=O)n2C (stereo unspecified)
.	?	CCCNC1=CC(=O)CC(C)(C)C1
.	?	CC(=O)Nc1ccc(S(=O)(=O)N2CCNC(=O)CC2)cc1
.	?	Cc1ccccc1C(=O)Nc1ccc(S(=O)(=O)N2CC(C)OC(C)C2)cc1 (stereo unspecified)
.	?	CN(Cc1ccccc1)C(=O)c1ccc([N+](=O)[O-])o1
.	?	COc1ccccc1CNC(=O)CCNC(=O)Cn1cnc2ccccc2c1=O
.	?	COc1ccccc1CCNC(=O)CCn1nc(C)c2c(C)n(-c3ccccc3)nc2c1=O
.	?	O=C(NC(=S)NCc1ccccc1)c1cccc([N+](=O)[O-])c1
-15.4	i	COc1cccc(OC)c1C(=O)Nc1cccc(NC(=O)c2cccs2)c1
.	?	COc1cc(/C=N/n2c(C)nnc2C)cc(OC)c1OC
.	i	CS(=O)(=O)Nc1ccccc1C(=O)Nc1cccc(Cl)c1
.	?	CN(C)CCCN(C(=O)c1ccc(Cl)s1)c1nc2cc3c(cc2s1)OCO3
.	?	Cc1cc(C)c2c(n1)nn1c(N3CCN(Cc4ccccc4)CC3)cc(C)nc21
.	?	Cc1c(Cl)cnc(NC(=O)CSc2nnc(C)n2Cc2ccccc2)c1Cl
-7.3	-8.1%	Cc1ccccc1C(=O)c1cccn1CC(=O)NCC(C)c1ccccc1 (stereo unspecified)
20.0	-3.8%	COc1ccccc1CCC(=O)Nc1ccc(S(=O)(=O)Nc2cc(C)nc(C)n2)cc1
.	?	Cc1ccccc1N=C1NC(=O)CS1
.	?	Cc1cc(C(=O)Nc2nnc(C3CC3)s2)c(C)s1
8.4	7.3%	CC(C)CN(C(=O)c1ccc(=O)n(C)n1)c1c(N)n(Cc2ccccc2)c(=O)[nH]c1=O
9.3	-21.9%	CC(C)c1nn2c(=O)cc(O)nc2s1
.	?	CC(C)CNC(=O)c1c(N)n(/N=C/c2ccccn2)c2nc3ccccc3nc12
.	?	COc1ccccc1CNC(=O)CNC(=O)N1CC(=O)Nc2ccccc21
.	?	COc1cccc(NC(=O)N(Cc2cc3cc(C)cc(C)c3[nH]c2=O)CC2COCCO2)c1 (stereo unspecified)
.	?	COC(=O)Oc1ccc(/C=C/C(=O)OC(C)C)cc1OC(=O)OC
22.0	-10.6%	O=C(CCl)NN1C(=O)NC2(CCCCC2)C1=O
.	?	CCN(CC)c1ccc(-c2nn3c(-c4n[nH]c5c4CCC5)nnc3s2)cc1
0.1	0.6%	CCOC(=O)c1nn(-c2ccccc2)c2nnc(Cc3ccc(C)cc3)c(=O)n12
0.5	-17.3%	C#CCOCCOCCOCCNc1nc(N2CCN(C(=O)[C@H](CCCCN)n3cc([C@@H](N)C(C)CC)nn3)CC2)nc(N2CCN(C(=O)[C@H](Cc3ccc(O)cc3)n3cc([C@@H](N)CC(C)C)nn3)CC2)n1 (stereo partly specified)
.	22.6%	CC(C)(C)c1ccc(OCC(=O)N/N=C/c2ccc(N3CCOCC3)cc2)cc1
.	?	COc1ccccc1CCNC(=O)C1CCCO1 (stereo unspecified)
-3.7*	20.6µM*	O=C(Nc1cc(Cl)cc(Cl)c1)C1CCCC1
.	?	NC(=O)C1(N2CCCCC2)CCN(C(=O)c2cccs2)CC1
.	?	CCSc1nc(-c2ccc(OC)cc2)ccc1C#N
2.0	-16.1%	Cc1sc2nc(C3CC3)nc(SCC(=O)N3CC(=O)Nc4ccccc43)c2c1C
-7.4	i	COc1ccc(CCNC(=O)c2cccs2)cc1
11.1	i	Cc1sc(NC(=O)CN2CCCC2)nc1-c1ccc2c(c1)CCN2C(=O)c1ccc(F)cc1
12.8	-7.8%	O=C(C1CC(=O)N(C2CCCCC2)C1)N1CCN(c2ccccc2)CC1 (stereo unspecified)
.	?	Cc1ccc(S(=O)(=O)N(CC(=O)N/N=C/c2cccc(Cl)c2)c2cccc3cccnc23)cc1
.	?	COc1ccc([C@H]2C=C(C(=O)O)O[C@@H](OCCCCO)C2)cc1
.	?	CCCCNc1ccc(C(CC(N)=O)NC(=O)Cc2ccc(Br)cc2)cc1[N+](=O)[O-] (stereo unspecified)

More structures.
Lipid storage S3 cell count max	Lipid storage S3	Molecule
.	?	Cc1ccc(NC(=O)CN(C)C(=O)c2ccccc2Sc2ccccc2C#N)cc1
.	?	COc1ccc(Cl)c2sc(N3CCN(C(=O)c4ccco4)CC3)nc12
.	?	CN(C)c1ncc(S(=O)(=O)c2ccc(Cl)cc2)c(-c2ccccc2)n1
-5.1	1.5%	Cc1ccc(-c2ccc(=O)n(CC(=O)NCc3ccc(F)cc3)n2)cc1
.	?	COc1cc(/C=C(/C#N)c2ccccc2F)ccc1OCc1ccccc1
.	?	COc1ccc(CNC(=O)CN(C(=O)c2csnn2)c2ccccc2F)cc1
9.0	14.4%	CCOC(=O)C1=C(CNCCc2ccc(Cl)cc2)NC(=O)NC1c1cccc([N+](=O)[O-])c1 (stereo unspecified)
.	?	Cc1cc(NC(=O)c2cc(-c3ccncc3)nc3c(C)cccc23)no1
5.0	7.4%	Cc1ccc(NC(=S)N2CCC(N(C)CC3CCCO3)CC2)cc1C (stereo unspecified)
.	?	Cc1cc(C)n(CC(=O)c2cccc(N)c2)n1
.	?	CCOC(=O)c1c(NC(=O)c2ccccc2C)sc2c1CC(C)(C)OC2
.	?	Cc1ccc2nc(-c3ccc(NC(=O)C(C)N4C(=O)c5ccccc5C4=O)cc3)sc2c1 (stereo unspecified)
.	?	Cc1nc(C(=O)N2CCCC(C(=O)c3ccc(Cl)cc3)C2)cs1 (stereo unspecified)
.	?	CCCCNC(=O)/C=C/c1ccc(OC)c(Br)c1
0.3	18.3%	CS(=O)(=O)Nc1ccccc1N=C(c1ccccc1)c1ccccc1
.	?	Fc1cccc(CN(C2=NCCN2)c2c(Cl)cccc2Cl)c1
11.1	-4.2%	CN(C)S(=O)(=O)N1CCC(Oc2ccc(C(=O)NCCc3cscn3)cc2)CC1
.	?	O=C(CSc1nnc(NC(=O)C2CC2)s1)Nc1ccc(F)cc1
-8.8	-0.1%	Cc1ccc(S(=O)(=O)N2CCCCCC2)cc1C(=O)Nc1cccnc1
4.8	i	COc1ccc(C2C(C(N)=O)=C(C)Nc3nc(-c4cccc(Cl)c4)nn32)cc1OC (stereo unspecified)

Among those listed so far, 6 have two or more sulfur atoms.
Lipid storage S3 cell count max	Lipid storage S3	Molecule
.	?	O=C(Nc1nc(-c2nc3ccccc3s2)cs1)C1CC1
.	?	CN(C)CCCN(C(=O)c1ccc(Cl)s1)c1nc2cc3c(cc2s1)OCO3
.	?	Cc1cc(C(=O)Nc2nnc(C3CC3)s2)c(C)s1
2.0	-16.1%	Cc1sc2nc(C3CC3)nc(SCC(=O)N3CC(=O)Nc4ccccc43)c2c1C
11.1	-4.2%	CN(C)S(=O)(=O)N1CCC(Oc2ccc(C(=O)NCCc3cscn3)cc2)CC1
.	?	O=C(CSc1nnc(NC(=O)C2CC2)s1)Nc1ccc(F)cc1

Continued:
Lipid storage S3 cell count max	Lipid storage S3	Molecule
-16.5	-3.5%	CCCCn1c(N)c(N(CC(C)C)C(=O)c2cnccn2)c(=O)[nH]c1=O
.	?	CCN(CC)S(=O)(=O)c1cccc(NC(=O)CN2C(=O)NC3(CCC(C)CC3)C2=O)c1 (stereo unspecified)
.	?	CO/N=C\Cc1oc(=O)c(NC(=O)c2ccccc2)cc1C(=O)OC
0.4	29.3%	C=CCN=C(NC#N)SCC(=O)NCc1ccccc1
22.0	-21.0%	COc1ccc(C(CCN)c2ccc3c(c2)OCO3)cc1 (stereo unspecified)
0.5	-13.4%	CC1CCN(C(=O)N[C@@H](Cc2ccccc2)C(=O)O)CC1
.	?	Cc1cc(C)c(OCC(=O)Nc2nnc(C3CC3)s2)c(C)c1
.	?	Cn1c(SCC(N)=O)nnc1-c1ccc(S(=O)(=O)N2CCCC2)cc1
.	12.1%	COC(=O)c1ccc(CO/N=C2\CCCc3nonc32)cc1
.	?	C/C(=N\NC(=O)c1ccn(C)n1)c1cccc(NC(=O)c2ccncc2)c1
11.1	12.0%	O=C(CNC(=O)c1ccc(Cl)cc1)c1ccc(Br)cc1
-7.4	-6.4%	COc1cccc(NC(=S)N2CCN(C)CC2)c1
.	?	CCCNc1c(NS(=O)(=O)c2ccc(C)cc2C)c(=O)oc2ccccc12
.	?	Fc1ccc(N/N=C/c2ccncc2)c(F)c1
.	?	O=C(C1CCC(CNS(=O)(=O)c2cccs2)CC1)N1CCN(c2ccc(F)cc2)CC1 (stereo unspecified)
-3.5	-11.1%	COc1ccc(/C=C/C(=O)NC(=S)NNC(=O)c2cnccn2)cc1
1.1	9.3%	N#Cc1ccc(OCC(=O)OCC(=O)Nc2cc(C(F)(F)F)ccc2N2CCOCC2)cc1
.	?	COCc1cc(C(C)=O)ccc1OCC(=O)Nc1ccc(NC(C)=O)cc1
10.5	8.1%	Cc1ccc2c(Cl)c(C(=O)N/N=C/c3cccn3C)sc2c1
9.5	4.7%	Fc1ccccc1-c1nc(NCc2ccccc2)c2ccccc2n1

4 entries already listed, sorted by the number in Lipid storage S3, rising.
Lipid storage S3 cell count max	Lipid storage S3	Molecule
-3.5	-11.1%	COc1ccc(/C=C/C(=O)NC(=S)NNC(=O)c2cnccn2)cc1
-7.4	-6.4%	COc1cccc(NC(=S)N2CCN(C)CC2)c1
9.5	4.7%	Fc1ccccc1-c1nc(NCc2ccccc2)c2ccccc2n1
1.1	9.3%	N#Cc1ccc(OCC(=O)OCC(=O)Nc2cc(C(F)(F)F)ccc2N2CCOCC2)cc1

Carrying on.
Lipid storage S3 cell count max	Lipid storage S3	Molecule
5.8	i	CC(=O)OCCN1CCN(C(=O)CN2C(=O)NC(c3ccccc3)(c3ccccc3)C2=O)CC1
.	?	c1ccc2c(Cn3ccnc3)cccc2c1
-7.5	i	CCOC(=O)Nc1ccc2c(CNC(C)c3ccccc3OC)cc(=O)oc2c1 (stereo unspecified)
.	?	C=CCN1C=C2C(=O)C(C)(OC(=O)CCC(=O)OC)C(=O)C(Br)=C2C=C1c1ccc(OC)cc1 (stereo unspecified)
2.7	4.4%	CCCCC(=O)Nc1ccccc1C(=O)N1CCOCC1
.	?	CC(OC(=O)c1ccc(Cl)nc1)C(=O)NCc1ccc2c(c1)OCO2 (stereo unspecified)
20.8	-8.6%	O=C1CS/C(=N\NC(=O)c2ccccc2)N1
-10.1	4.6%	COC(=O)C1=C(C)N(C)C(=O)NC1c1ccc(O)c(OC)c1 (stereo unspecified)
.	?	CNC(=O)CSc1nnnn1-c1ccc(C)cc1C
.	?	CC1(C)CC(=O)C/C(=N\NC(=O)c2cccs2)C1
-5.7	-5.7%	O=C(COC(=O)CSc1ccc([N+](=O)[O-])cc1)NC1CCCCCCC1
7.5	0.3%	Cc1ccc(S(=O)(=O)N(CC(=O)N2CCOCC2)CC(=O)N2CCOCC2)cc1
.	?	CCC(C)(C)c1ccc(OCCCC[n+]2cccc(C)c2C)c(C(C)(C)CC)c1
.	?	CC(C)CCOP(=O)(c1ccccc1)c1ccccc1
.	?	Cc1cc(N/N=C(/CCC(=O)O)C(=O)O)nc2ccccc12
.	?	COCCn1c(C)cc(C(=O)COc2nc3ccccc3nc2C)c1C
.	?	Cc1ccc(S(=O)(=O)N2CCOCC2)cc1C(=O)OCC(=O)NC1CCCCC1
.	?	O=C(NCC1CCCO1)Nc1cc(Cl)cc(Cl)c1 (stereo unspecified)
.	?	CCN(CC)C(=O)NC(c1ccc(C)c(F)c1)C(Cl)(Cl)Cl (stereo unspecified)
.	?	Fc1cccc(Nc2nc(-c3ccncc3)nc3ccccc23)c1
.	?	CCCN(CC1CC1)C(=O)COC(=O)c1ccc2c(c1)C(=O)N(c1ccc(OCC)cc1)C2=O
.	?	CC(C)CN(C(=O)c1ccc(N2CCCC2=O)cc1)c1c(N)n(Cc2ccccc2)c(=O)[nH]c1=O
.	?	CNC(=S)N/N=C(\C)c1ccc(C)c(C)c1
.	?	CC1CCC(NC(=O)CN(C)S(=O)(=O)c2ccc3c(c2)c(=O)n(C)c(=O)n3C)CC1 (stereo unspecified)
.	?	Cc1cc(NC(=O)c2cccc(S(=O)(=O)N3CCCCCC3)c2)n(-c2ccccn2)n1
-21.7	i	Cc1ccc(-n2c(C)nnc2SCC(=O)NC2CC2)cc1
.	?	CCc1nc2ccccc2c(C(=O)O)c1C
.	?	COc1ccc(NC(=O)Cc2nc3ccccc3[nH]2)cc1
.	?	CC(C)[C@H](NC(=O)NCCc1ccccc1)C(=O)O
1.6	-7.8%	COc1ccc(CC(=O)NNC(=O)c2cccs2)cc1

Not all compounds are listed; rates above refer to the full screens.
